# Screening data from PubChem BioAssay.
# GC-A act – GC-A stimulated cGMP production enhancers – HEK293 GC-A cells, cGMP TR-FRET, EC30 ANP, primary screen | AID 1671463, 2021 | 370,000 compounds, 0.14% hits | Atrial natriuretic peptide receptor 1 (Homo sapiens), P16066 | activation, % at 10 µM | 0% at EC30 ANP, 100% saturating ANP; in the data active = activation above about 40%
# NPR2 activator – human GC-B receptor activators, primary screen, HEK293 GC-B cells, cGMP TR-FRET, EC30 CNP; 370,000 compounds, 0.11% hits; AID 1920062, 2024; 0% at EC30 CNP, 100% saturating CNP; activation, % at 10 µM; Atrial natriuretic peptide receptor 2 (Homo sapiens), P20594;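 active = activation at 10 µM reaching about 35% in either raw or pattern-adjusted values, limit read from the data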
# sPLA2-III inh – human group III sPLA2 inhibitors, primary screen, biochemical, QFRET, BODIPY PC-A2 liposome substrate. Group 3 secretory phospholipase A2 (Homo sapiens), Q9NZ20. QFRET BODIPY PC-A2 liposome hydrolysis, fluorescence. inhibition, % at 12.2 µM. 370,000 compounds, 0.56% hits. AID 743126, 2013;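 active = inhibition above mean plus 3 SD of compounds lying within the high and low control bounds, cut at about 19% in these data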;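 note: 0% = median of test compound wells and 100% = no enzyme DMSO wells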
# SMARCA2 act – SMARCA2 (BRM) function activators, primary screen, cell-based, luminescence, high throughput; MG213 cells, MMTV-luciferase reporter, dexamethasone, overnight; 370,000 compounds, 1% hits; activation, % at 9.1 µM; in the data active = activation above about 7.8%;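 note: 0% = vehicle wells and 100% = reference activator wells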
# hgDAF12 agonist – H. glycines DAF-12 receptor agonists, primary screen, cell-based, luminescence, HEK293, GAL4 fusion, UAS-luciferase. activation, % at 6.8 µM. Nuclear hormone receptor DAF-12 (Heterodera glycines), GAL4 fusion. HEK293 GAL4-hgDAF12 UAS-luciferase reporter, agonist luminescence; normalized to butyrate control. 370,000 compounds, 1.8% hits;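 active = activation above a cutoff set at the mean of all screened compounds plus 3 SD, cut at about 10% in these data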;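 note: 0% = DMSO wells and 100% = sodium butyrate wells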
# GAA850 FXN act – FXN promoter activators, primary screen, cell-based, luciferase luminescence, HEK293 lucGAA850; HEK293 lucGAA850 FXN promoter luciferase reporter, 24 h; percent of 10 µM SAHA response; 360,000 compounds, 0.56% hits; AID 540364, 2011; activation, % at 6 µM;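 active = activation above the average of all compounds screened plus 3 SD, cutoff fixed separately per campaign, cut at about 7.5% in these data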;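 note: 0% = DMSO wells and 100% = 10 µM SAHA wells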
# ADAM10 inh – human ADAM10 inhibitors, primary screen, biochemical, QFRET, HTS | recombinant ADAM10, EDANS/DABCYL FRET peptide cleavage, 3 h | inhibition, % at 7 µM | 370,000 compounds, 0.62% hits | AID 720582, 2013;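 active = inhibition above a per-campaign cutoff equal to the mean of compounds falling between control-based bounds plus 3 SD, cut at about 20% in these data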;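 note: 0% = DMSO wells while the 100% control is not disclosed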
# hcDAF-12 act – H. contortus DAF-12 nuclear receptor activators, primary screen, cell-based, luminescence, HEK293, lit1-tk-luc reporter | 370,000 compounds, 1.4% hits | HEK293 hcDAF-12 lit1-tk-luc reporter; 0% DMSO, 100% Δ7-dafachronic acid | activation, % at 6.8 µM;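 active = activation above the mean of all tested compounds plus 3 SD, cut at about 5.5% in these data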;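 note: 100% = response to 3 µM Δ7-dafachronic acid high control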
# DAX1 inh-1 – DAX1 (NR0B1) inhibitors, primary screen, cell-based, HEK293, Gal4-DAX1, luciferase luminescence; HEK293 Gal4-DAX1 luciferase reporter; inhibition, % at 6.75 µM; 340,000 compounds, 0.99% hits; AID 504766, 2011;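 active = inhibition above the mean over all tested compounds plus 3 SD, cut at about 4.2% in these data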;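 note: 0% = DAX1-transfected cells with DMSO and 100% = empty-vector control cells with DMSO; inhibition shows as a rise in luminescence from relieved DAX1 repression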
# DAX1 inh-2 – DAX1 (NR0B1) inhibitors on StAR promoter, primary screen, cell-based, luminescence, SF-1 (NR5A1), full-length DAX-1. inhibition, % at 6.8 µM. 370,000 compounds, 1.1% hits. AID 652010, 2013. HEK293T StAR-luciferase reporter, SF-1/DAX-1 repression relief;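 active = inhibition above the mean over all tested compounds plus 3 SD, cut at about 3.6% in these data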;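 note: 0% = DAX-1 cells with DMSO and 100% = cells lacking DAX-1 with DMSO; higher inhibition means more luminescence from relief of DAX-1 repression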
# ssDAF-12 act – S. stercoralis DAF-12 nuclear receptor activators, primary screen, cell-based, luminescence, HEK293, GRIP1 co-expression, lit1-tk-luc. HEK293 ssDAF-12/GRIP1 lit1-tk-luc reporter; % of 3 µM dafachronic acid response. AID 652126, 2013. 370,000 compounds, 1% hits. activation, % at 6.8 µM;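 active = activation above the mean over all tested compounds plus 3 SD, cut at about 0.9% in these data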;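 note: 0% = DMSO-only wells and 100% = 3 µM delta7-dafachronic acid wells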
# Starred values were filed as active, the others as inactive; / = not tested or not shown.
# Assay codes: A = GC-A act; B = NPR2 activator; C = sPLA2-III inh; D = SMARCA2 act; E = hgDAF12 agonist; F = GAA850 FXN act; G = ADAM10 inh; H = hcDAF-12 act; I = DAX1 inh-1; J = DAX1 inh-2; K = ssDAF-12 act
1) CCOC(=O)/C(C#N)=C/c1c(N2CCN(C)CC2)nc2c(C)cccn2c1=O
  A: 7; B: 3; C: 8; D: 4; E: 0.6; F: 3.2; G: -3; H: 0.6; I: -1.0; J: 0.0; K: -0.5
2) COCCNC(=O)[C@@H]1CSC2c3ccccc3C(=O)N21 (some centres undefined)
  A: 2; B: 3; C: 9; D: -2; E: 0.9; F: 0.1; G: -3; H: -0.1; I: -1.4; J: -0.1; K: -1.0
3) CN(C)C(=O)COC(=O)/C=C/c1ccccc1[N+](=O)[O-]
  A: -2; B: -4; C: -2; D: -1; E: 3.4; F: 1.1; G: -8; H: 4.7; I: 3.1; J: -0.5; K: -0.2
4) CCN(CC)CCOc1nc(C)nc2c1oc1ccccc12
  A: 4; B: -5; C: 5; D: 8.5*; E: 2.5; F: 1.0; G: 0; H: 1.3; I: 0.4; J: -0.5; K: 0.9
5) COc1cccc(-n2c(SC)nnc2-c2cnccn2)c1
  A: 0; B: 0; C: 3; D: 2; E: -1.7; F: 2.9; G: 13; H: -1.4; I: 0.8; J: -0.2; K: -1.2
6) CC(=O)[C@@H]1[C@@H]2C(=O)N(c3ccc(F)c(Cl)c3)C(=O)[C@@H]2C2c3ccccc3C=CN21 (some centres undefined)
  A: -8; B: -6; C: -8; D: 1; E: 1.0; F: /; G: -11; H: 2.2; I: /; J: 0.1; K: 0.3
7) C=CCN1C(=O)C(CC(=O)Nc2ccc(OCC)cc2)N(Cc2ccccn2)C1=S (centres undefined)
  A: 3; B: 2; C: -25; D: -2; E: -2.0; F: -2.7; G: 3; H: -1.9; I: 1.1; J: -0.1; K: -0.7
8) Cc1cc(C(=O)NCc2cccnc2)no1
  A: -1; B: 9; C: 1; D: -1; E: -2.9; F: -0.3; G: 2; H: -0.9; I: -0.3; J: 0.1; K: -1.6
9) COC(=O)c1cc(C(=O)c2ccc(Cl)cc2Cl)cn1C
  A: -4; B: -4; C: -3; D: 1; E: 0.1; F: -1.3; G: 4; H: -1.0; I: 1.3; J: -0.3; K: -1.0
10) Cc1ccc(-c2ccc(=O)n(Cc3ccc(F)cc3Cl)n2)cc1
  A: -2; B: -3; C: -6; D: -1; E: -0.3; F: 1.6; G: -1; H: -3.3; I: -0.8; J: -0.4; K: -1.8

# 9 compounds already listed, sorted by molar mass, high to low.
# Assay codes: A = GC-A act; B = NPR2 activator; C = sPLA2-III inh; D = SMARCA2 act; E = hgDAF12 agonist; F = GAA850 FXN act; G = ADAM10 inh; H = hcDAF-12 act; I = DAX1 inh-1; J = DAX1 inh-2; K = ssDAF-12 act
7) C=CCN1C(=O)C(CC(=O)Nc2ccc(OCC)cc2)N(Cc2ccccn2)C1=S (centres undefined)
  A: 3; B: 2; C: -25; D: -2; E: -2.0; F: -2.7; G: 3; H: -1.9; I: 1.1; J: -0.1; K: -0.7
6) CC(=O)[C@@H]1[C@@H]2C(=O)N(c3ccc(F)c(Cl)c3)C(=O)[C@@H]2C2c3ccccc3C=CN21 (some centres undefined)
  A: -8; B: -6; C: -8; D: 1; E: 1.0; F: /; G: -11; H: 2.2; I: /; J: 0.1; K: 0.3
1) CCOC(=O)/C(C#N)=C/c1c(N2CCN(C)CC2)nc2c(C)cccn2c1=O
  A: 7; B: 3; C: 8; D: 4; E: 0.6; F: 3.2; G: -3; H: 0.6; I: -1.0; J: 0.0; K: -0.5
10) Cc1ccc(-c2ccc(=O)n(Cc3ccc(F)cc3Cl)n2)cc1
  A: -2; B: -3; C: -6; D: -1; E: -0.3; F: 1.6; G: -1; H: -3.3; I: -0.8; J: -0.4; K: -1.8
9) COC(=O)c1cc(C(=O)c2ccc(Cl)cc2Cl)cn1C
  A: -4; B: -4; C: -3; D: 1; E: 0.1; F: -1.3; G: 4; H: -1.0; I: 1.3; J: -0.3; K: -1.0
5) COc1cccc(-n2c(SC)nnc2-c2cnccn2)c1
  A: 0; B: 0; C: 3; D: 2; E: -1.7; F: 2.9; G: 13; H: -1.4; I: 0.8; J: -0.2; K: -1.2
2) COCCNC(=O)[C@@H]1CSC2c3ccccc3C(=O)N21 (some centres undefined)
  A: 2; B: 3; C: 9; D: -2; E: 0.9; F: 0.1; G: -3; H: -0.1; I: -1.4; J: -0.1; K: -1.0
3) CN(C)C(=O)COC(=O)/C=C/c1ccccc1[N+](=O)[O-]
  A: -2; B: -4; C: -2; D: -1; E: 3.4; F: 1.1; G: -8; H: 4.7; I: 3.1; J: -0.5; K: -0.2
8) Cc1cc(C(=O)NCc2cccnc2)no1
  A: -1; B: 9; C: 1; D: -1; E: -2.9; F: -0.3; G: 2; H: -0.9; I: -0.3; J: 0.1; K: -1.6

# Additional results:
# Assay codes: A = GC-A act; B = NPR2 activator; C = sPLA2-III inh; D = SMARCA2 act; E = hgDAF12 agonist; F = GAA850 FXN act; G = ADAM10 inh; H = hcDAF-12 act; I = DAX1 inh-1; J = DAX1 inh-2; K = ssDAF-12 act
11) COc1ccc(/C=N/n2cnc3c(sc(=S)n3-c3ccccc3)c2=O)cc1
  A: 5; B: 1; C: 16; D: -3; E: -1.8; F: 1.2; G: 3; H: 0.5; I: 2.1; J: 0.1; K: -0.6
12) O=C(/C=C/c1ccccc1)N(Cc1cccc(Cl)c1)C1CCS(=O)(=O)C1 (centres undefined)
  A: -13; B: -12; C: -10; D: 0; E: -0.7; F: 1.7; G: -1; H: -0.5; I: 1.7; J: -0.3; K: -1.2
13) CCC[C@H]1[C@@H](OC(=O)NCc2ccc(Cl)cc2)CC[C@@]23CCCN2C(=O)CCC[C@@H]13
  A: -36; B: -28; C: -8; D: /; E: -1.3; F: /; G: 3; H: -3.3; I: /; J: /; K: -1.0
14) COc1ccc(CCN(C(=S)Nc2ccccc2)C2CC(=O)N(c3ccccc3)C2=O)cc1 (centres undefined)
  A: -1; B: -5; C: -10; D: 1; E: 0.7; F: 0.3; G: 11; H: -0.1; I: -0.2; J: 0.2; K: -0.4
15) CCOC(=O)c1ccc(NC(=O)c2ccccc2C)cc1
  A: 2; B: 1; C: 5; D: 1; E: 8.6; F: 3.8; G: 0; H: 0.7; I: 1.3; J: 0.7; K: -1.0
16) Cc1ccc2cc(C=O)c(Cl)nc2c1
  A: -36; B: -10; C: 4; D: -1; E: 4.0; F: -0.4; G: -11; H: 3.3; I: 1.5; J: 0.6; K: -0.9
17) O=c1cc(Cn2ccnc2)c2cc3c(cc2o1)CCC3
  A: 1; B: 3; C: 3; D: -4; E: -1.3; F: -0.5; G: -98; H: 0.2; I: 0.8; J: 0.3; K: -0.2
18) CCOC(=O)C(NC(C)=O)(Nc1ccc(S(=O)(=O)Nc2ccncn2)cc1)C(F)(F)F (centres undefined)
  A: 1; B: 8; C: 7; D: 0; E: 2.2; F: -0.7; G: 5; H: 0.1; I: 0.1; J: -0.2; K: -0.7
19) Cc1c(C)n(C)c2ccc(C(=O)NCCc3ccco3)cc12
  A: -7; B: -10; C: -16; D: 2; E: -2.1; F: 1.4; G: -9; H: -2.2; I: 0.3; J: 1.5; K: -0.9
20) O=C(Cn1c(=O)cnc2ccccc21)NNC(=O)c1ccc(Cl)cc1
  A: 3; B: -4; C: -3; D: -1; E: 2.0; F: 2.3; G: -18; H: 0.0; I: 0.2; J: 0.6; K: -0.6
21) Cc1nn(-c2ccccc2)c(Cl)c1/C=C(/CC(=O)O)c1nc2ccccc2s1
  A: 5; B: -6; C: -12; D: 0; E: 4.3; F: -0.5; G: -13; H: 1.4; I: -0.4; J: 0.3; K: -0.7
